Assay outcomes deposited in PubChem by NCI.
Growth percent in the NCI-60 one-dose screen (48 h, 10 µM unless noted): 100 = growth as untreated, 0 = no growth, -100 = all killed.
T-47D: T-47D breast cancer; 79,000 compounds, 5% hits; AID 1794792
MCF7: MCF7 breast cancer | 82,000 compounds, 6.3% hits | AID 1794796
LOX IMVI: LOX IMVI melanoma | 79,000 compounds, 7.4% hits | AID 1794757
MDA-MB-468: MDA-MB-468 breast cancer | 78,000 compounds, 8.5% hits | AID 2202374
BT-549: BT-549 breast cancer; 78,000 compounds, 4.4% hits; AID 1794793
K-562: K-562 leukemia | 78,000 compounds, 7.4% hits
HS 578T: HS 578T breast cancer. 78,000 compounds, 4.1% hits. AID 1794788
MDA-MB-231: MDA-MB-231 breast cancer | 81,000 compounds, 5% hits
* marks the source's active call; other numbers are inactive results; / = not tested or not shown; & = joins results of further samples; [ ] = dose if it differs, or a comment. How the source made its calls: active means growth percent below 10; inactive means the rest.

SMILES	T-47D	MCF7	LOX IMVI	MDA-MB-468	BT-549	K-562	HS 578T	MDA-MB-231
FC(F)(F)c1nc2ccccc2n1Cc1nnc(SCc2cn(-c3ccc(Cl)cc3Cl)nn2)o1	67	96	100	89	103	117	89	76
COc1ccc(-c2cc(-c3ccc(Cl)cc3)c(C#N)c(=O)n2CCCCC(=O)O)cc1	98	98	95	107	108	96	98	100
O=S1(=O)NCCCN1CCNc1nccc(-c2c(-c3cccc(O)c3)nc3sccn23)n1	78	92	20	79	86	/	70	51
N#Cc1cccc(F)c1	101	112	107	111	111	94	107	101
N#C/C(=C\c1ccc(-c2ccc(Cl)cc2Cl)o1)c1ccc(Cl)cc1	80	71	101	119	108	101	103	92
Nc1nc(Cl)cc(NCCCCNc2cc(Cl)nc(N)n2)n1	108	109	97	/	100	101	126	114
N#Cc1ccc2ccccc2c1	105	100	103	102	126	114	123	100
CCN(CC)c1ccc(/C=N\N2CCCCCC2)cc1	90&100	102&93	101&103	93&103	80&102	93&87	112&122	96&98
O=C1C(Br)CCCCC1(c1ccccc1)c1ccccc1 (stereo not drawn)	111	88	93	98	114	92	103	106
CSCc1nc2c([nH]1)c(=O)n(C)c(=O)n2C	84	93	107	98	100	110	93	102
Cc1onc(-c2ccccc2Cl)c1C(=O)Cl	100	89	95	104	117	101	102	101
CCCCCCCCCCCCNc1ccc(S(=O)(=O)c2ccc(N)cc2)cc1	107	105	103	109	114	91	106	111
Cn1cc(-c2cc3nc(-c4cn(C)c5ncccc45)cc(N)n3n2)c2cc(F)ccc21	38	68	44	7.7*	35	21	47	3.7*
CCOC(=O)C1=C(N)N(c2ccccc2)C2=C(C(=O)CC(C)(C)C2)C1c1ccccc1Cl (stereo not drawn)	52	57	85	50	79	42	93	85
NC(=O)c1cc(Cl)ccc1NC(=O)/C=C/c1ccccc1	15	11	53	31	/	12	7.9*	39
O=C(c1ccccc1)c1ccc2nc(-c3cccc(Cl)c3)[nH]c2c1	99	105	95	105	105	98	108	102
CC(CN1CC2CCC(CC2)C1)C(=O)c1cccs1 (stereo not drawn)	134	86	84	117	105	117	104	108
N[C@@H](Cc1ccccc1)[C@@H](O)C(=O)NCCc1ccccc1	105	92	101	94	98	97	99	104
COC(=O)c1nnn(-c2ccccc2)c1CNC(=O)c1ccccc1C(=O)O	93	101	96	105	119	/	93	96
CN1Cn2c(ccc2C(F)(F)F)C(=O)CS1(=O)=O	115	98	99	115	105	110	106	106
C=CCNC(=S)Nc1c(N)n(C)c(=O)n(C)c1=O	104	101	88	/	126	98	154	111
Nc1nc2c(s1)CN(Cc1ccccc1)CC2	100	94	100	102	99	108	94	109
O=C(Cn1nnc([N+](=O)[O-])n1)c1ccccc1	79	81	60	99	113	83	106	71
Cc1cccc(NC(=O)Nc2ccc3[nH]c(=O)c(=O)[nH]c3c2)c1	104	86	98	97	111	108	93	98
Nc1nc(-c2c(Cl)cccc2Cl)cc(-c2cc3cc(Br)ccc3oc2=O)n1	78	59	75	88	91	/	98	86

Some entries already given, limited to LOX IMVI, T-47D and BT-549.
Compound | LOX IMVI | T-47D | BT-549
Cn1cc(-c2cc3nc(-c4cn(C)c5ncccc45)cc(N)n3n2)c2cc(F)ccc21 | 44 | 38 | 35
COc1ccc(-c2cc(-c3ccc(Cl)cc3)c(C#N)c(=O)n2CCCCC(=O)O)cc1 | 95 | 98 | 108
CN1Cn2c(ccc2C(F)(F)F)C(=O)CS1(=O)=O | 99 | 115 | 105
N[C@@H](Cc1ccccc1)[C@@H](O)C(=O)NCCc1ccccc1 | 101 | 105 | 98

Going on with the list.
SMILES	T-47D	MCF7	LOX IMVI	MDA-MB-468	BT-549	K-562	HS 578T	MDA-MB-231
C=CCn1c(C)nc2ccc(Nc3nc(Cl)nc4nc[nH]c34)cc21	78	85	92	81	97	84	65	66
CC(=O)Cc1cc(-c2cc(CC(C)=O)[nH]n2)n[nH]1	/	93	96	103	88	100	93	/
Nc1ccc(S(=O)(=O)c2ccc(NCNc3ccc(S(=O)(=O)c4ccc(N)cc4)cc3)cc2)cc1	62	98	100	99	91	93	98	104
CCN(CC)C(=O)CCBr	101	101	102	91	96	101	96	94
COc1cc2c(c(OC)c1OC)-c1ccc(SC)c(=O)cc1[C@@H](NC1OC(CO)C(O)C(O)C1O)CC2 (stereo partly drawn)	52	14	22	24	15	4.2*	28	7.4*
O=C1NC(=O)C2(CC(C(=O)N(CCO)CCO)Oc3ccc(F)cc32)N1 (stereo not drawn)	102	94	95	90	105	100	106	105
Cn1c(=O)[nH]c(=O)c2nc(/C=C(\O)c3ccc(Br)cc3)c(=O)[nH]c21	88	82	98	115	99	104	94	102
CC1(C)C(C(N)=O)C(=O)NC(=O)C1C(N)=O (stereo not drawn)	102	101	95	108	99	116	107	122
O=C(Nc1ccccc1)Oc1ccc(Br)cc1Br	88	92	95	/	102	103	112	106
Cc1nc(-c2ccc(F)cc2)ccc1NC(=O)Nc1ccc2c(c1)OCO2	100	91	67	105	93	77	107	119
O=C(c1cc2ccccc2cc1O)N1CCCCC1	86	97	94	99	107	96	93	97
Clc1nc(Cl)c2c(ncn2C/C=C\Cn2cnc3c(Cl)nc(Cl)nc32)n1	-47*	-1.6*	-94*	/	/	-21*	-53*	-100*
CCCCC(CC)OC(=O)Cc1ccccc1 (stereo not drawn)	95	96	98	105	107	96	107	112
Fc1ccc(Nc2nc(NCCNc3ccnc4cc(Cl)ccc34)nc(N3CCOCC3)n2)cc1	83	55	16	17	82	1.4*	70	20
CC(=O)[C@H]1CC[C@H]2[C@@H]3CCC4=CC(=O)C=C[C@]4(C)[C@H]3C(=O)C[C@]12C	112	93	95	93	120	96	104	106
CCC(=O)c1ccc(O)cc1O	75	106	98	102	83	89	99	111
N#Cc1ccccc1NC(=O)Nc1ccc(Cl)cc1Cl	76[100 µM]	84[100 µM]	91[100 µM]	65[100 µM]	82[100 µM]	76[100 µM]	86[100 µM]	88[100 µM]
CCOC(=O)/C(=C/c1cccc(OC)c1)N(CC)CC	107	106	98	103	115	101	96	104
O=C1NC(=S)NC(=O)C1Cn1c(-c2ccccc2)nc2ccccc21	101	95	100	105	115	105	101	102
COc1ccc2[nH]c(O)c(/C=c3/cc4c(c(-c5ccc(F)c(OC)c5)n3)=Nc3ccccc3-4)c2c1	90	1.3*	-17*	-70*	84	0.4*	85	-47*
Cn1cc(NC(=O)c2cc(NC(=O)c3cc(NC=O)cn3C)cn2C)cc1C(=O)NCCC(=N)N	110	95	98	/	106	86	/	99
CC(C)=CCC/C(C)=C/CC/C(C)=C/CC[C@]1(C)CCc2cc(OC(=O)NS(=O)(=O)c3ccc(C)cc3)c(C)c(C)c2O1	87	79	91	104	120	128	100	99
CC(=O)OCC1OC(n2cc(COc3ccc4ccc(=O)oc4c3)nn2)C(OC(C)=O)C(OC(C)=O)C1OC1OCC(OC(C)=O)C(OC(C)=O)C1OC(C)=O (stereo not drawn)	100	76	108	99	118	96	97	103
COc1ccc(NC(=O)N2CCN(C(=O)Nc3ccc(OC)cc3)CC2)cc1	92	101	99	95	96	80	115	109
Cc1ccc(-c2nc3nc(-c4ccccc4)nc(N(C)CC(O)C(O)C(O)C(O)CO)c3o2)cc1 (stereo not drawn)	96	83	93	115	102	100	91	85

Four entries from above, sorted by formula weight, highest first:
SMILES	T-47D	MCF7	LOX IMVI	MDA-MB-468	BT-549	K-562	HS 578T	MDA-MB-231
COc1ccc2[nH]c(O)c(/C=c3/cc4c(c(-c5ccc(F)c(OC)c5)n3)=Nc3ccccc3-4)c2c1	90	1.3*	-17*	-70*	84	0.4*	85	-47*
CC(=O)[C@H]1CC[C@H]2[C@@H]3CCC4=CC(=O)C=C[C@]4(C)[C@H]3C(=O)C[C@]12C	112	93	95	93	120	96	104	106
N#Cc1ccccc1NC(=O)Nc1ccc(Cl)cc1Cl	76[100 µM]	84[100 µM]	91[100 µM]	65[100 µM]	82[100 µM]	76[100 µM]	86[100 µM]	88[100 µM]
CCN(CC)C(=O)CCBr	101	101	102	91	96	101	96	94

(more compounds)
SMILES	T-47D	MCF7	LOX IMVI	MDA-MB-468	BT-549	K-562	HS 578T	MDA-MB-231
c1ccc(-c2n[nH]c3c2[C@H](c2ccccc2)N(c2ccccc2)OC3)cc1	65	90	95	79	99	85	87	89
O=C(CCCCCCCC(=O)N1CCCC1)N1CCCC1	97	105	97	98	98	110	107	92
O=C1C(Br)=Cc2cccc3cccc1c23	100	72	105	89	107	86	134	107
CCCCNC(=O)Nc1ccc(S(=O)(=O)c2ccccc2)cc1	89	102	/	96	81	82	102	104
Clc1ccc(C(Cl)(c2ccc(Cl)cc2)C(Cl)(Cl)Cl)cc1	92	90	103	86	101	108	88	98
O=[N+]([O-])c1ccc(Nc2ccc(O)cc2)c([N+](=O)[O-])c1	95&115	109&114	98&93	95&97	87&94	96&107	104&103	86&86
Cc1ccc(NC(=O)N[C@@H](Cc2cc(F)cc(F)c2)C(=O)NC2C(=O)N3CCC[C@H]3C(=O)N3CCCC[C@H]3C(=O)N[C@@H](C)C(=O)N3C[C@H](C)C[C@H]3C(=O)O[C@H]2C)c(F)c1 (stereo partly drawn)	31	15	25	-12*	29	20	29	35
O=C(Cn1c(-c2ccccc2)nc2cc(Cl)c(Cl)cc21)N=Nc1c(O)[nH]c2ccccc12	59	77	72	52	104	70	76	76
CCOC(=O)CC1(C)NC(C(=O)O)C(C)(C)S1 (stereo not drawn)	90	95	95	101	112	99	94	105
Brc1ccc(-c2cnc3nonc3n2)cc1	70	28	38	50	115	39	87	69
CCOC(=O)c1cn2c3c(cccc3c1=O)C(=O)/C(=C/c1cccc(Cl)c1Cl)C2	76	96	100	106	92	91	100	90
COC(=O)c1c(C(=O)OC)c2n(CC(=O)Nc3cccc4cccnc34)c3ccccc3n2c1C(=O)c1ccc(Br)cc1	88	88	85	99	93	89	97	93
COc1ccc(-c2nn(-c3cccc(Cl)c3)cc2-c2cc(-c3ccc(Br)cc3)no2)cc1	92	87	96	93	110	89	91	75
CCOC(=O)C(Cl)(C(=O)OCC)C(=O)OCC	109	103	122	100	117	110	/	108
O=C(/C=C/c1cn(-c2ccccc2)nc1-c1ccccc1)OCc1cn(-c2ccc([N+](=O)[O-])cc2)nn1	77	87	76	99	97	86	81	79
Cc1ccc(S(=O)(=O)N/N=C2/C(=O)C3CCC2C3)cc1 (stereo not drawn)	107	99	104	93	106	100	104	118
O=C(Nc1cccc2c1C(=O)c1cccc(NC(=O)c3ccc(C(=O)Nc4cccc5c4C(=O)c4cccc(NC(=O)c6ccccc6)c4C5=O)cc3)c1C2=O)c1ccccc1	101	104	102	91	72	94	100	90
COc1cc(OC)cc(N2C(=O)N(Cc3ccc(C(C)(C)C)cc3)c3ccccc3S2(=O)=O)c1	81	91	85	52	100	33	91	77
c1ccc(C2=Nn3c(nnc3-c3ccccc3)SC2)cc1	89	85	98	111	106	107	104	99
N=C(N)c1ccc(-c2cc(Cl)cc(Cl)c2)cn1	84	76	/	79	95	18	87	86
CCOC(=O)c1ccc(S(C)(=O)=O)cc1	106	95	103	107	108	107	94	108
NS(=O)(=O)c1cccc(Nc2nc(SCC(=O)c3ccc(Br)cc3)nc3c2CCCC3)c1	92	73	71	91	96	92	75	66
CS(=O)(=O)Nc1ccc(OCc2nnc(-c3ccc(Cl)cc3)o2)c(F)c1	63	82	83	87	89	100	98	86
C=CCOC(=O)C1=C(C)NC2=C(C(=O)CCC2)C1c1ccccc1 (stereo not drawn)	89	97	102	109	101	92	93	98
O=C(O)c1cc2ccccc2[nH]1	105	103	93	106	113	/	104	103
Next results
SMILES	T-47D	MCF7	LOX IMVI	MDA-MB-468	BT-549	K-562	HS 578T	MDA-MB-231
O=c1c(N=Nc2nccs2)c(-c2ccccc2)[nH]n1-c1nc(-c2ccccc2)cs1	44	59	44	29	19	32	38	53
C[C@H](OS(N)(=O)=O)[C@@H](O)c1c(Cl)cccc1Cl	96	91	100	92	102	102	105	110
COc1ccc(-c2nc(-c3nc4ccccc4[nH]3)c3ccccn23)cc1	47	69	85	61	89	46	96	81
Nc1[nH]n2cc(-c3ccc(Br)cc3)nc2c1N=Nc1ccc(S(N)(=O)=O)cc1	54	67	36	49	75	62	46	57
C[n+]1ccc(Nc2ccc(NC(=O)c3ccc(Nc4cc[n+](C)c5ccc(N)cc45)cc3)cc2)cc1	102	96	103	95	/	89	108	97
CCOC(=O)C(=CNC(=S)Nc1ccc(Cl)c(Cl)c1)C(=O)OCC	38	76	85	86	95	80	91	97
CN(C)CCCNC(=O)C(c1ccccc1)c1ccccc1	88	96	89	111	106	95	110	102
COc1ccc(-c2onc(NC(C)=O)c2-c2ccc(OC)cc2)cc1	93	97	98	97	96	89	111	110
O=C1Nc2ccc(Cl)cc2C12Oc1ccc(Cl)cc1C1CC(c3ccc(F)cc3)=NN12 (stereo not drawn)	80	70	93	84	79	92	83	89
COc1ccc(S(=O)(=O)N2CCC(N3CCC(C)CC3)CC2)cc1	100	102	99	87	102	94	108	107
c1ccc(N=C(Nc2ccccc2)Nc2ccccc2)cc1	104	84	85	138	109	98	99	85
CCOC(=O)c1cnn2c(-c3ccccc3O)nc(SCC)nc12	78	87	81	104	104	/	86	77
O=C(N/N=C/c1ccc(F)cc1F)c1cc(-c2nc3ccccc3[nH]2)nc2ccccc12	72	93	93	101	82	91	117	103
O=c1nccc(SCc2ccc(Cl)cc2Cl)[nH]1	92	90	97	84	60	100	93	101
C/C(=N\NC(=O)Cn1c(-c2ccc(S(C)(=O)=O)cc2)nc2cc(Cl)ccc21)c1ccccc1	/	62	88	68	89	74	74	77
Cc1cc(C)c2c(N)c(C(=O)c3ccc4c(c3)OCCO4)sc2n1	82	97	/	95	98	88	111	89
Cc1ccccc1N=NN(C)C	91	88	103	99	110	106	91	79

Filtered by structure, those above containing a thiophene ring, fused or not.
SMILES	T-47D	MCF7	LOX IMVI	MDA-MB-468	BT-549	K-562	HS 578T	MDA-MB-231
CC(CN1CC2CCC(CC2)C1)C(=O)c1cccs1 (stereo not drawn)	134	86	84	117	105	117	104	108
Cc1cc(C)c2c(N)c(C(=O)c3ccc4c(c3)OCCO4)sc2n1	82	97	/	95	98	88	111	89

An unsorted share of the library; any-hit rate near 12%.
